From PubChem
12-LOX inh = blocks human arachidonate 12S-lipoxygenase. P18054. purified 12hLO, xylenol orange hydroperoxide absorbance. 1.1% of 580,000 active. Potency, µM (titrated, usually from 108 µM), inactives show top-dose activity change, negative = inhibition, most hits filed as inhibitors; also: potency is read from the fitted curve at half-maximal effect; % is scaled to controls: 0 for no effect and ±100 for the full control effect
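Purified human 12hLO (150 nM final) in 25 mM Hepes, 0.01% Triton X-100, pH 7.0 was preincubated 15 min at room temperature with compound. Then 40 uM arachidonic acid was added, 30 min. Hydroperoxide was read by Fe-XO absorbance ratio 573/405 nm.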
Glioma ERSR ind = ER stress response induction in glioma | U87-MG GRP78 promoter luciferase reporter, 16 h | Potency, µM, for inactives: at the top dose activation, usual class: activators | 0.02% of 420,000 active | AID 602332; also: potency is read from the fitted curve at half-maximal effect; series mostly up to about 76 µM; % of control where 0% means no effect; nearly all actives have a fitted effect of over 35% in size
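Stably transfected U87-MG human glioma cells carrying a GRP78-based luminescent sensor were seeded at 1000 cells/well, pin-dosed with compounds and incubated 16 h. Luciferase reagent was then added, and end-point luminescence was read after 10 min at room temperature.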
RGS4 inh = blocks human RGS4-accelerated GTP hydrolysis | P49798 | Transcreener GDP fluorescence polarization, RGS4-accelerated GTP hydrolysis | Potency, µM (highest dose often 114 µM), without a hit: at the top dose activity change, negative = inhibition, most hits filed as inhibitors | 0.039% of 390,000 active | AID 504845; also: potency is read from the fitted curve at half-maximal effect; % is scaled to controls: 0 for no effect and ±100 for the full control effect; nearly all actives have a fitted effect of over 75% in size; some results filed as inactive show a strong effect at the top dose
Target sequence (P49798 whole entry, looked up): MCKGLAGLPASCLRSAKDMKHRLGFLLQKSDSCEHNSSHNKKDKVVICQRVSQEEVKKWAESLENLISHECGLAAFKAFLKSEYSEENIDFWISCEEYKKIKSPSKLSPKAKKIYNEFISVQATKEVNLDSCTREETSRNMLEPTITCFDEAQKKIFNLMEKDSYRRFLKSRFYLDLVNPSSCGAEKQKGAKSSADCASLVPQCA
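MLSMR compounds (23 nl, pin-transferred) preincubated 10 min at room temperature with a 500nM (2x) first reagent, then RGS4 at 900nM (2x) plus Transcreener GDP mix added; fluorescence polarization (620/688 nm) read before and after 90 min at 30 °C.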
Vif-APOBEC3G blk = Vif-A3G binding inhibition | Q9HC16 | HeLa A3G-eYFP + Vif (tagged APOBEC3G with the HIV-1 protein that degrades it), YFP fluorescence, overnight | Potency, µM (series often up to 46.1 µM), for the others: top-dose activity, negative = active, most hits filed as inhibitors | 0.076% of 410,000 active | AID 602310;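 also: potency is read from the fitted curve at half-maximal effect; % is scaled to controls: 0 for no effect and ±100 for the full control effect; nearly all actives have a fitted effect of over 60% in size; hits raise eYFP signal because A3G escapes Vif-driven loss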
Target sequence (Q9HC16 whole entry, looked up): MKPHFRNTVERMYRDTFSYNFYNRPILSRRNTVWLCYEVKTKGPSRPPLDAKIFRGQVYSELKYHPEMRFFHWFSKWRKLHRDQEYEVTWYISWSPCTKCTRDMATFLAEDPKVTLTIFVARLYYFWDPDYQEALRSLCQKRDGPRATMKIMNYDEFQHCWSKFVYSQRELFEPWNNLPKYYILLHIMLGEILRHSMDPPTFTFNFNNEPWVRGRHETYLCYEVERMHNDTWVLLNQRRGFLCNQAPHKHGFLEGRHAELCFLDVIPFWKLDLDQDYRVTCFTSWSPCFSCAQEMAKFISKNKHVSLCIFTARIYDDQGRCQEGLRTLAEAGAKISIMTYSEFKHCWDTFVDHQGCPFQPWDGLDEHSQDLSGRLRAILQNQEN
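HeLa cells stably expressing Vif and C-terminally eYFP-tagged A3G, seeded overnight at 37 deg C, then exposed to compound by pintool overnight at 37 deg C. Rise in yellow fluorescence (Ex 488/Em 500-530, Acumen) marks blocked Vif-driven A3G degradation.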
Vif-APOBEC3F blk = inhibitors of Vif-A3F interaction; HeLa A3F-eYFP + Vif (tagged APOBEC3F with the HIV-1 protein that degrades it), YFP fluorescence increase; Potency, µM (doses to about 46.1 µM), for inactives: at the highest dose activity, negative = active; 0.2% of 390,000 active; also: potency is read from the fitted curve at half-maximal effect; % of control where 0% means no effect; nearly all actives have a fitted effect of over 65% in size
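HeLa cells stably expressing A3F-eYFP plus Vif, plated and incubated overnight at 37 deg C, then exposed to compounds overnight at 37 deg C. Blocked degradation read as raised yellow fluorescence (Ex 488/Em 500-530).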
LDHA block = blocks human lactate dehydrogenase A; purified LDHA, NADH/diaphorase-resazurin fluorescence; active compounds read low; activity change, % (values are at about 110 or 230 µM); 0.15% of 480,000 active; AID 1347041; in the data active = activity change below about -30%; inconclusive = mostly about -25% to -30%;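 also: plate controls were DMSO wells for no effect and wells without enzyme for full effect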
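Resorufin fluorescence (ex540/em590), read at 0 and 20 min after diaphorase/resazurin addition, reports the NADH left after a 5 min room-temperature reaction of 2 nM human LDH5 with 0.06 mM NADH and 0.2 mM pyruvate.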
D2 antagonist = antagonizes the human D2 dopamine receptor | inhibition, % at 10 µM | HEK293 TREx D2 cells, calcium flux, dopamine EC80 | P14416 | AID 485344 | 2% of 340,000 active; in the data active = inhibition above about 30%; also: 0% is about no effect
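Dopamine at EC80 is the agonist stimulus; test compounds precede it by 180 s. Calcium flux read kinetically in a force-coupled, inducible HEK293 T-REx D2 cell line.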
ERG Ets-DNA blk = blocks human ERG Ets domain binding to DNA | P11308 | AID 624246 | 0.028% of 370,000 active | Potency, µM (highest dose often 76.9 µM), for inactives: at the highest dose FP activity, negative = inhibition, most hits filed as inhibitors | fluorescence polarization, His-ERG Ets domain / labelled DNA; active = well fitted inhibition curve with a large enough effect in the polarisation, with a control signal flat; inconclusive = small, poorly fitted or top-dose-only effect, or effect the other way, or a change in a side signal; inactive = no such curve, though single readings can be large or run the other way; the % refers to the polarisation;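 also: polarization taken with two DNA probes labelled with fluorescein and Texas red; potency is read from the fitted curve at half-maximal effect; % of control where 0% means no effect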
Target sequence (P11308 whole entry, looked up, the tested form may be a part): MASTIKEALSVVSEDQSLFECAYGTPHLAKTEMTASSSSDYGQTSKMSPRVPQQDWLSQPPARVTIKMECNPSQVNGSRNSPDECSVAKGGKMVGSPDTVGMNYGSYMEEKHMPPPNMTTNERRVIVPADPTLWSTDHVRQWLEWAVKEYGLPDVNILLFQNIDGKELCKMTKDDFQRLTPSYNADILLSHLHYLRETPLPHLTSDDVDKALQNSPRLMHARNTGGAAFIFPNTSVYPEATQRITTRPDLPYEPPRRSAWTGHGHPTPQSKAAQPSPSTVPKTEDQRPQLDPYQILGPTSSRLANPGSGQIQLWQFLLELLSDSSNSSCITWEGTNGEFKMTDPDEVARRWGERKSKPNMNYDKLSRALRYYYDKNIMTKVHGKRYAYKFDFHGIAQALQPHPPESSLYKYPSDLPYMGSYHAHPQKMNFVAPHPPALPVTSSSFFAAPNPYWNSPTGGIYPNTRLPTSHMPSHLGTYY
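His-tagged ERG Ets domain (1 uM in the protein solution; 300mM KCl, 50mM Tris-HCl, 1mM EDTA, 1mM DTT, pH 7.5) received compound, then a probe mix of 5 nM fluorescein-DNA and 100nM Texas-615-DNA. Fluorescence polarization was read for both dyes.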
D2 agonist = activates the human D2 dopamine receptor | P14416 | HEK293 T-REx D2 cells, calcium flux agonist mode | activation, % at 2 µM | 0.53% of 340,000 active | AID 485358;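 active = activation over 3 SD above normal in the single-dose calcium agonist read, cut at about 30% in these data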; also: 0% is about no effect
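In this primary screen, compounds producing a positive calcium signal within 180 s of addition to tetracycline-induced, force-coupled HEK293 Trex D2 cells are flagged; cells are dye-loaded with a no-wash calcium kit beforehand.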
* hit, by the source's call; u = inconclusive; x = not tested or not shown; & = joins results of further samples; [ ] = dose if it differs, or a comment. Unless noted, calls follow the shape of the dose curve; as a rule, active = well fitted curve in the direction sought with a large enough effect; inconclusive = small, poorly fitted or top-dose-only effect, or another doubt; inactive = no such curve, though single readings can be large; an effect the other way counts as inactive or inconclusive.

#	SMILES	RGS4 inh	D2 agonist	Vif-APOBEC3F blk	Glioma ERSR ind	D2 antagonist	ERG Ets-DNA blk	Vif-APOBEC3G blk	12-LOX inh	LDHA block
1	O=C(COCC(=O)N/N=C/c1ccccc1F)N/N=C/c1ccccc1F	1%	-1.9	4%	-1%	9	24%	-1%	-12%	-5
2	Cc1c(C(=O)NCc2cccc([N+](=O)[O-])c2)sc(=O)n1Cc1cccc(F)c1	x	x	x	-1%	x	x	-3%	-14%	-3
3	COC(=O)c1nc(NC(=O)C(C)(C)C)n[nH]1	-2%	1.0	-1%	-2%	21	x	0%	22%	-1
4	CC(NCC(O)c1ccc([N+](=O)[O-])cc1)C12CC3CC(CC(C3)C1)C2 (centres undefined)	7%	0.2	-7%	-6%	38*	-7%	0%	u	-3
5	CCOc1ccc(/C=C/c2[nH]c(=O)[nH]c(=O)c2[N+](=O)[O-])cc1	-22%	-0.1	-3%	-2%	0	-22%	-2%	200%[activator]	-15
6	COc1ccc(NS(=O)(=O)c2ccc(C(=O)N(C)Cc3cccs3)cc2)cc1	-19%	6.5	9%	1%	-2	15%	-6%	u	2
7	NS(=O)(=O)c1ccc(NC(=S)N2CCN(c3ccccc3Cl)CC2)cc1	-27%	-0.4	-1%	-3%	-2	9%	0%	13%	-3
8	COCCSc1nnc(NS(=O)(=O)c2ccc(F)cc2)s1	-14%	0.8	15%	-3%	-6	3%	-5%	0%	-2
9	O=C(Cn1cnc2c(cnn2-c2ccc(Cl)cc2)c1=O)NCC1CCCO1 (centres undefined)	11%	-0.3	-3%	-3%	2	0%	0%	417%[activator]	-8
10	COc1ccc(C(=O)OCC(=O)Nc2nnc(-c3ccccc3)o2)cc1	30%	-1.8	u	-1%	-12	2%	5%	15%	3
11	O=C1c2ccccc2C(=O)N1C(CO)C(O)c1ccc([N+](=O)[O-])cc1 (centres undefined)	3%	-0.1	0%	-3%	21	-2%	-3%	6%	1
12	Cc1[nH]n(-c2ccccc2)c(=O)c1C=NCCc1ccccc1	-16%	22	-2%	1%	-6	-6%	2%	-3%	-16
13	Cc1ccc2nc(-c3ccco3)c(Nc3ccccc3)n2c1	-43%&-3%	x	-5%	-2%	x	x	-18%	5%	12&-4
14	CC1CN(C(=O)COc2coc(CN3CCc4ccccc4C3)cc2=O)CC(C)O1 (centres undefined)	-13%	0.0	0%	-5%	-1	1%	0%	-5%	-2
15	Cc1ccsc1/C=N\NC(=O)Cn1nnc2ccccc21	-25%	-1.4	-7%	7%	-5	3%	-26%	14%	-6
16	COc1ccc(CNC(=O)c2c(C)oc3c2C(=O)c2ccccc2C3=O)cc1	-9%	0.2	2%	u	-17	-8%	-21%	u	15
17	CC1=C(C(=O)N(C(C)C)C(C)C)CC(CC(=O)NC2CCCCC2)C(=O)N1Cc1ccc(F)cc1 (centres undefined)	x	x	x	-4%	x	x	-1%	-24%	-6
18	Cc1ccn2c(NC(=O)c3cccc(Cl)c3)c(-c3ccccc3)nc2c1	22%	-0.7	-11%	-1%	x	-15%	-3%	-6%	0
19	CCOc1ccnc2c1c(=O)n(Cc1cc(OC)cc(OC)c1)c(=O)n2C	19%	0.3	2%	1%	-39	3%	3%	15%	-7
20	CN1CCc2c(sc(NC(=O)c3ccc(C(=O)c4ccccc4)cc3)c2C(N)=O)C1	-26%	69*	u	-4%	37*	10%	-13%	u	-2
21	COc1ccc(N/C=C/C(=O)C(F)(F)F)cc1	16%	2.7	-1%	1%	5	0%	-2%	-11%	0
22	C=CCN1C(=O)CSc2ccc(C(=O)NC(C)c3ccccc3)cc21 (centres undefined)	1%[56.9 µM]	0.2	-4%	0%	-2	4%	-3%	11%	-3
23	CC(C)OCCCNC(=O)Cc1ccc(NC(=O)N2CCCCc3ccccc32)cc1	-32%	-0.8	-1%	-2%	x	1%	2%	-14%	-7
24	COc1cccc(-c2noc(COc3ccccc3Cl)n2)c1	12%	-0.4	-1%	5%	x	3%	-8%	-1%	-8
25	CCC(C(=O)NC1CCCCC1)n1c(SCc2ccccc2F)nc2ccncc21 (centres undefined)	-21%&13%	-0.6&-0.2	-2%&1%	-2%&2%	12	3%&-1%	8%&-1%	u	-1&-3
26	COc1ccc(/C=C/C(=O)OCC(=O)Nc2cccc(S(=O)(=O)NC3=NCCCCC3)c2)cc1	11%	x	1%	1%	x	15%	0%	2%	-4
27	CC(C)c1[nH]nc2c1C(Cc1ccccc1)C(C#N)=C(N)O2 (centres undefined)	-30%	1.5	0%	-6%	-4	-2%	0%	0%	2
28	Cc1ccc(S(=O)(=O)N2CCC(C(=O)N3Cc4ccccc4C3)CC2)cc1	-15%	-2.4	x	-4%	-10	-4%	2%	-11%	0
29	COc1cc(-n2c(N)c(C(=O)NCc3ccco3)c3nc4ccccc4nc32)cc(OC)c1OC	-35%	-0.6	0%	-5%	-26	3%	-7%	-12%	-4
30	COC(c1ccccc1)c1nnc(CCC(=O)N2CCN(C3CCCC3)CC2)o1 (centres undefined)	-13%	-0.2	3%	1%	-10	-12%	1%	5%	-4
31	CC(C)CN(C(=O)c1ccc(S(=O)(=O)N2CCCCC2)cc1)C1CCS(=O)(=O)C1 (centres undefined)	-6%	x	-4%	-4%	x	-4%	-7%	11%	-9
32	CCOC(=O)C1=C(c2ccccc2)NC(SCC(=O)NC2CCCCC2)=C(C#N)C1c1ccco1 (centres undefined)	-21%	x	-9%	-4%	x	x	-3%	1%	4
33	COCCCNC(=O)CCCn1c(=O)c2ccccc2n(CC(=O)Nc2c(C)cc(C)cc2C)c1=O	13%	1.5	-1%	-4%	-1	2%	0%	-11%	-3
34	Cc1ccc(S(=O)(=O)Nc2ccc(S(=O)(=O)Nc3nccs3)cc2)cc1C	-3%	x	-7%	-4%	x	15%	0%	-6%	-7
35	c1ccc(CNc2ncnc3sc4c(c23)CCC4)nc1	35%	-0.5	-9%	-4%	5	0%	-6%	245%[activator]	-6
36	O=C(Nc1cc2c(cc1Br)OCCCO2)c1ccccc1	-3%	0.2	-20%	7%	15	-4%	-8%	1%	-3
37	COc1ccc(S(=O)(=O)Nc2ccc(-c3cn4ccsc4n3)cc2)cc1C	-12%	-1.1	3%	-4%	x	3%	0%	8%	2
38	COc1cc(CNc2ccc(S(N)(=O)=O)cc2)ccc1OCC(=O)NC1CCCCC1	6%	0.9	0%	-2%	7	-3%	0%	-11%	-8
39	Cc1ccc(NS(C)(=O)=O)c(C(=O)c2ccccc2)c1	6%	0.3	-2%	-4%	1	0%	2%	-8%	-1
40	CC1(C(=O)Nc2cccc(Oc3ccccc3)c2)Cc2c(-c3ccc4c(c3)OCO4)ccnc2O1 (centres undefined)	x	x	x	-5%	x	x	u	-7%	-14
41	CO/N=C(/CS(=O)Cc1ccc(Cl)cc1)c1ccc(Cl)cc1 (centres undefined)	2%	0.0	-7%	-2%	8	x	3%	-18%	-1
42	O=C(O)CCCN1C(=O)/C(=C\c2ccc(-c3nc4ccccc4s3)o2)SC1=S	-23%[11.4 µM]	20	2%	-1%	5	42%[activator]	-5%	40µM*	1
43	CCn1c2ccccc2c2cc(NC(=O)c3cccc([N+](=O)[O-])c3C)ccc21	u	-0.1	-10%	0%	-1	-8%	5%	u	-2

Quoted at random: three entries already listed
#	SMILES	RGS4 inh	D2 agonist	Vif-APOBEC3F blk	Glioma ERSR ind	D2 antagonist	ERG Ets-DNA blk	Vif-APOBEC3G blk	12-LOX inh	LDHA block
35	c1ccc(CNc2ncnc3sc4c(c23)CCC4)nc1	35%	-0.5	-9%	-4%	5	0%	-6%	245%[activator]	-6
40	CC1(C(=O)Nc2cccc(Oc3ccccc3)c2)Cc2c(-c3ccc4c(c3)OCO4)ccnc2O1 (centres undefined)	x	x	x	-5%	x	x	u	-7%	-14
43	CCn1c2ccccc2c2cc(NC(=O)c3cccc([N+](=O)[O-])c3C)ccc21	u	-0.1	-10%	0%	-1	-8%	5%	u	-2

Whole records, looked up by structure:
Cc1ccc(NS(C)(=O)=O)c(C(=O)c2ccccc2)c1 in the list: RGS4 inh = 6%; D2 agonist = 0.3; Vif-APOBEC3F blk = -2%; Glioma ERSR ind = -4%; D2 antagonist = 1; ERG Ets-DNA blk = 0%; Vif-APOBEC3G blk = 2%; 12-LOX inh = -8%; LDHA block = -1
CC1=C(C(=O)N(C(C)C)C(C)C)CC(CC(=O)NC2CCCCC2)C(=O)N1Cc1ccc(F)cc1 (centres undefined) in the list: RGS4 inh = x; D2 agonist = x; Vif-APOBEC3F blk = x; Glioma ERSR ind = -4%; D2 antagonist = x; ERG Ets-DNA blk = x; Vif-APOBEC3G blk = -1%; 12-LOX inh = -24%; LDHA block = -6
COc1cc(-n2c(N)c(C(=O)NCc3ccco3)c3nc4ccccc4nc32)cc(OC)c1OC in the list: RGS4 inh = -35%; D2 agonist = -0.6; Vif-APOBEC3F blk = 0%; Glioma ERSR ind = -5%; D2 antagonist = -26; ERG Ets-DNA blk = 3%; Vif-APOBEC3G blk = -7%; 12-LOX inh = -12%; LDHA block = -4

The list is partial; count on the stated rates, not on these rows.
